Lipid storage S3 = qHTS Assay for Lipid Storage Modulators in Drosophila S3 Cells | lipid storage change, negative = inhibition, % at the top dose, mostly 46.1 µM; hits show Potency in µM | AID 2685 | 320,000 compounds, 0.64% hits | Drosophila S3 cells, BODIPY lipid droplet fluorescence, 18-24 h; cells fed with added oleic acid; active = well fitted inhibition curve with a large enough effect in the signal ratio, with a control signal flat, not every such curve was filed as active; inconclusive = small, poorly fitted or top-dose-only effect, or effect the other way, or a change in a side signal; the % refers to the signal ratio
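Laser-scanning cytometry quantifies lipid droplet accumulation (500–530 nm total intensity; droplet/cell object ratio) in oleic acid-fed (400 uM added) Drosophila S3 cells treated with a concentration series. 20 uM Triacsin C defined 100% inhibition.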
Lipid storage S3 cell count max = further read-out of Lipid storage S3, marked with its call; cell number change, %; measured here: cell count max response;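 cells counted by Cell Tracker Red CMTPX staining in the red channel; peak over a dose series mostly up to 46.1 µM; percent activity relative to internal control wells on each plate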
Starred values were filed as active, the others as inactive; i = inactive; ? = inconclusive; · = no result given; [ ] = remark or other dose. % is scaled to controls: 0 for no effect and ±100 for the full control effect; potency is read from the fitted curve at half-maximal effect. A portion of the library (hit frequency here may not be typical).

SMILES	Lipid storage S3	Lipid storage S3 cell count max
Cc1ccc(NC(=S)C2=C(O)c3ccccc3N(C)S2(=O)=O)cc1	?	·
O=C(NCC(=O)N(CC1CCCO1)C(C(=O)NC1CCCCC1)c1ccc(F)cc1)c1ccco1 (configuration not stated)	7%	-3
O=C(CNS(=O)(=O)N1CCOCC1)N/N=C/c1cccnc1	-4%	5
c1ccc(CCCN2CCOCC2)cc1	15%	12
O=C(CCN1C(=O)S/C(=C\c2ccc(F)cc2)C1=O)Nc1ccc(C(=O)O)c(O)c1	i	-13
N#C[C@H]1[C@H](c2ccccc2)[C@](C#N)(C(=O)c2ccccc2)[C@@H]2C=Cc3ccccc3N21	-2%	-9
N#CCCn1cc(/C=N/NC(N)=S)c(-c2ccc(-c3ccccc3)cc2)n1	-6%	-4
CC(=O)c1ccc(NC(=O)c2cccc(NC(=O)c3ccccc3)c2)cc1	?	·
COc1ccc(C(=O)NCCCCCC(=O)O)cc1OC	9.2µM*	-16*
CCc1ccc(NS(=O)(=O)c2cc(OC)ccc2OC)cc1	15%	-22
Cc1ccnc(NC(=O)CCc2c[nH]c3ccccc23)c1	i	-28
CCC(=O)[C@@]1(C)[C@H](C)C[C@H]2[C@@H]3CCC4=CC(=O)C=C[C@]4(C)[C@H]3[C@@H](O)C[C@@]21C	?	·
Cc1cccc(C)c1NC(=S)NCCCN1CCCC1=O	0.46µM*	-0.8*
CCOC(=O)c1[nH]c2c(c1C)C(=O)CC(c1ccc(F)cc1)C2 (configuration not stated)	?	·
CCCNC(=O)c1ccccc1NC(=O)CSCc1ccc(OC)cc1	?	·
Cc1ccc(C2C(C#N)=C(N)Oc3n[nH]c(-c4ccccc4)c32)o1 (configuration not stated)	?	·
S=c1[nH]ncn1/N=C/c1ccccn1	?	·
CCOc1ccc(NC(=O)CCC(=O)N/N=C(\C)c2cccs2)cc1	?	·
Cc1ccc(C(=O)NCCc2nnc3ccc(SCC(=O)Nc4ccccc4C)nn23)cc1	?	·
O=S(=O)(Nc1cccc(-c2cn3c(n2)SCC3)c1)c1ccccc1F	?	·

Complete entries as entered above:
CCOc1ccc(NC(=O)CCC(=O)N/N=C(\C)c2cccs2)cc1 reads Lipid storage S3 = ?; Lipid storage S3 cell count max = ·
Cc1cccc(C)c1NC(=S)NCCCN1CCCC1=O reads Lipid storage S3 = 0.46µM*; Lipid storage S3 cell count max = -0.8*

Following part.
SMILES	Lipid storage S3	Lipid storage S3 cell count max
O=C(NCCS(=O)(=O)N1CCN(c2ccccc2F)CC1)c1cccs1	?	·
O=S(=O)(/N=C(/c1ccc(F)cc1)N1CCCCC1)c1ccc(Cl)cc1	1%	-6
Cc1cn(C2OC[C@@H](O)[C@@H]2CO)c(=O)[nH]c1=O (some centres not stated)	?	·
CCCn1c(SCC(=O)NCc2ccco2)nnc1C(C)C	?	·
COc1cc(NC(=S)NCc2ccco2)cc(OC)c1	i	·
COc1ccc(OC)c(/C=C/C(=O)OCC(=O)Nc2nnc(-c3ccccc3)o2)c1	?	·
O=C(NNC1=Nc2cccc3cccc1c23)c1ccc(Br)cc1	?	·
CCOC(CNC(=O)Cn1nc(Cc2ccncc2)c2ccccc2c1=O)OCC	-5%	-6
COc1ccccc1NC(=O)CC1C(=O)NCCN1C(=O)Nc1ccc(Cl)c(Cl)c1 (configuration not stated)	i	·
COc1cccc(-c2cc(C(=O)N3CCCCCC3)no2)c1	?	·
CC(=O)c1cccc(NC(=O)c2cc(-c3ccco3)on2)c1	?	·
CCCn1c(Cc2ccccc2)n[nH]c1=S	?	·
COc1cc(C(=O)N(c2ccc(C)c(C)c2)C2C=CS(=O)(=O)C2)cc(OC)c1OC (configuration not stated)	1%[9.22 µM]	6
OCC1(Cc2ccc(F)cc2F)CCCN(CCCc2ccccc2)C1 (configuration not stated)	5%	-2
Cc1cc(C(C)(C)C)cc(C)c1S(=O)(=O)N1CCN(C(=O)c2cc([N+](=O)[O-])c[nH]c2=O)CC1	?	·
Oc1ccccc1-c1cc(C(F)(F)F)nc(-c2ccccc2)n1	?	·
Cc1cc(C)c(C)c(OCCCCn2cnc3ccccc3c2=O)c1	-1%	-2
N#C/C(=C/c1ccc(CNS(=O)(=O)c2ccccc2)o1)C(N)=O	-27%	0
Cc1ccc(/C=N/Nc2cn[nH]c(=O)n2)o1	?	·
CSc1cccc(NC(=O)CN(c2ccc(C)cc2C)S(C)(=O)=O)c1	8%	0
Cc1nn2c(COc3ccc(NC(=O)c4ccccc4Cl)cc3)nnc2c2ccccc12	?	·
O=C1NC(=O)C(Cc2cccc(Oc3ccccc3)c2)S1 (configuration not stated)	-7%	-12
CC(C)N1CCN(Cc2ccc3c(c2)Cc2ccccc2-3)CC1CCO (configuration not stated)	4%	-7
Cn1ccnc1SCC(=O)N1CCc2ccccc21	2%	8
CCCCn1cnc2cc(C)c(C)cc21	?	·
CCOc1ccc(C2N(c3ccc(F)cc3)C(=O)C3CCCN32)cc1 (configuration not stated)	?	·
COc1ccc(S(=O)(=O)N2CCC(C(=O)NCCC3=CCCCC3)CC2)cc1C	?	·
CCOc1ccc(-c2noc(CCC(=O)NC3CCCC3)n2)cc1OC	?	·
Cc1nonc1CN(C)C(=O)CC1C(=O)NCCN1Cc1cccc(C(F)(F)F)c1 (configuration not stated)	-1%	0
CC(C)c1ccc(OCC(O)CN2CCN(c3ccccn3)CC2)cc1 (configuration not stated)	i	9
COc1ccc(NC(=O)c2c3c(nc4ccccc24)CCN(Cc2ccccc2)C3)c(OC)c1	?	·
COc1ccc(C(=O)NC=C2C(=O)OC(C)(C)OC2=O)cc1	?	·
Cc1cc(N2CCOCC2)n2nc(C)c(-c3ccc(Cl)cc3)c2n1	?	·
CCOc1ccc(C(=O)NCC(=O)NCC(c2ccco2)N2CCCCC2)cc1 (configuration not stated)	?	·
COc1ccccc1C(=O)OCC(=O)NC1CCCC1	0%	0
CCN(CCn1cccn1)Cc1cn[nH]c1-c1cccc2ccccc12	27%	29
CC(C)(C)c1ccc(C(=O)N2CCC(C(=O)N3CCCCC3)CC2)cc1	?	·
Nc1n[nH]c2cc(=O)n(-c3ccc(Cl)cc3)nc12	?	·
COc1cc(OC)cc(C(=O)NCC(=O)N2CCCCC2)c1	?	·
Cc1cc(C)c(NC(=O)C2CC(=O)N(c3ccc4c(c3)OCCO4)C2)c(C)c1 (configuration not stated)	?	·
COc1ccc(C)cc1NC(=O)COC(=O)C1CCN(C(=O)c2ccc(Cl)cc2)CC1	i	-16
COc1ccc(-c2c(-c3cc(OC)cc(OC)c3)n(C)c3ccc(-c4cc(F)cc(OC)c4)cc23)cc1	?	·
O=C(CCC(=O)N1CCN(c2ccc(C(F)(F)F)cn2)CC1)c1cccs1	?	·
CC(O)CNCc1cccc2ccccc12 (configuration not stated)	?	·
O=C(c1ccc(F)cc1)N(C(=O)c1ccc(F)cc1)c1ncccn1	?	·
COc1cc2nc(CC(C)C)n(NC(=O)c3ccccc3Br)c(=O)c2cc1OC	?	·
COc1ccc2c(c1)c1ncn(Cc3ccco3)c(=O)c1n2C	-19%	-6
Brc1ccc(/C=N/c2nc3ccccc3n2CCN2CCOCC2)cc1	?	·
Cc1onc(-c2ccccc2Cl)c1C(=O)N1C=CC(C(F)(F)Cl)=NCC1	?	·
Cc1ccccc1CSc1nc(-c2ccccc2)cc(=O)[nH]1	8%	11

Rewritten with values under each structure: 4 of the compounds above
Values in the order – Lipid storage S3, Lipid storage S3 cell count max
COc1ccc(C)cc1NC(=O)COC(=O)C1CCN(C(=O)c2ccc(Cl)cc2)CC1
 : i, -16
Brc1ccc(/C=N/c2nc3ccccc3n2CCN2CCOCC2)cc1
 : ?, ·
O=C(CCC(=O)N1CCN(c2ccc(C(F)(F)F)cn2)CC1)c1cccs1
 : ?, ·
O=C(c1ccc(F)cc1)N(C(=O)c1ccc(F)cc1)c1ncccn1
 : ?, ·

More records:
SMILES	Lipid storage S3	Lipid storage S3 cell count max
O=S(=O)(Nc1nc2ccccc2nc1Cl)c1ccccc1	0%	2
O=C(Nc1ccc(Cl)cc1)Nc1nnc(CSc2ccc(Cl)cc2)s1	?	·
N#CCC(=O)NC(=O)NCC1CC1	-6%	-14
O=C(/C=C/c1ccco1)OCC1CCCN2CCCCC12 (configuration not stated)	20%	-7
COCCn1c(SCC(=O)N2CCCC2)nc2c([nH]c3ccccc32)c1=O	-9%	11
Cc1ccccc1Nc1ccc([N+](=O)[O-])cn1	i	-13
COC(=O)C1=C(C)N(CC(C)C)C(=O)C1	?	·
Cc1ccc2[nH]c3c(c2c1)CN(C(=O)CN1CCN(C(=O)c2ccco2)CC1)CC3	?	·
CCCC(=O)Nc1cc(C)c(NC(=O)c2ccccn2)cn1	-1%	8
COc1cnc(-c2cccc(C(F)(F)F)c2)nc1OC	13%	9
CCNC(=O)COC(=O)/C=C/c1cccs1	?	·
CC(NC(=O)Cc1cccs1)C(c1cccs1)N1CCN(c2ccccc2F)CC1 (configuration not stated)	15%	-19
Cc1cc(NS(=O)(=O)c2ccccc2)c(C)c(Cl)c1O	?	·
Cn1c(=O)c2c(nc(NCCc3ccccc3)n2Cc2ccccc2)n(C)c1=O	?	·
CCOC(=O)/C(=N\Nc1ccccc1[N+](=O)[O-])c1csc(N)n1	?	·
COc1ccc([N+](=O)[O-])cc1NC(=O)COC(=O)Cc1cc(OC)c(OC)c(OC)c1	?	·
Cc1ccc(-n2c(C)cc(C(=O)NS(=O)(=O)c3ccc(C)cc3)c2C)cc1	-3%	-16
c1csc(-c2nnc(N3CCOCC3)c3ccccc23)c1	?	·
COc1ccc(OCC(=O)Nc2nc3c(s2)CCCC3)cc1	?	·
O=C(c1cccc(C(F)(F)F)c1)C1CCCN(C(=O)CCn2cnnn2)C1 (configuration not stated)	12%	3
COc1ccc(C(=O)NNC(=O)c2ccccc2[N+](=O)[O-])cc1	10%	11
CCOC(=O)COc1ccccc1-c1ccno1	i	-6
CCn1c(NCc2cc(Br)ccc2NS(=O)(=O)c2ccc(C)cc2)nc2ccccc21	-6%	-5
O=C(Nc1ccccc1C(=O)N/N=C/c1ccco1)c1ccc(F)cc1	?	·
CCC(C(=O)N1CCN(S(=O)(=O)c2ccc(F)cc2)CC1)c1ccccc1 (configuration not stated)	?	·
CCOC(=O)CNC(=O)N1c2ccccc2Sc2ccccc21	?	·
COc1ccc(-c2cc(C3CCN(Cc4cccc(C(F)(F)F)c4)CC3)[nH]n2)cc1	?	·
O=C(NCC1CCCO1)C(=O)N/N=C/c1c(F)cccc1Cl (configuration not stated)	?	·
Cc1cc(C)nc(N2CCCC(C(=O)NCCc3cccc(F)c3)C2)n1 (configuration not stated)	?	·
Cc1nn(CC2CC2)c(=O)n1-c1cccc(Cl)c1	?	·
O=C(COc1ccc(Oc2ccccc2)cc1)NCc1cn2ccccc2n1	12%	·
CCc1cccc(CC)c1NC(=O)C1SC(=Nc2ccccc2C)C(c2nc3ccccc3s2)=C1N (configuration not stated)	i	·
O=C(N/N=C/c1cccnc1)c1cc(-c2ccc(Br)cc2)nc2ccccc12	?	·
COc1cc(CC(=O)Nc2ccc(N3CCOCC3)cc2)cc(OC)c1OC	?	·
O=C(COC(=O)C1=Cc2ccccc2OC1)NCc1ccco1	?	·
CCCNC(=O)COC(=O)c1cc2c(=O)n3ccccc3nc2s1	?	·
O=C(/C=C/c1ccccn1)c1ccc(Br)cc1O	?	·
COc1cc(/C=C2\C(=O)N(C)C(=S)N2C)ccc1O	3%	-9
CCC(C)n1c(SCC(=O)Nc2cc(C(C)(C)C)nn2-c2ccccc2)nc2ccccc2c1=O (configuration not stated)	8%	8
CCc1nn(CCCC(=O)N2CCc3ccccc3C2)c(=O)c2cc3occc3n12	?	·
COc1ccc(CN2CCOCCOCCOCCOCCOCC2)cc1	15%	10
CC(C)CCNC(=O)CCc1nnc(Cc2c[nH]c3ccccc23)o1	-11%	4
O=C(c1ccc(CSc2ccc(Cl)cc2)cc1)N1CCCC1	?	·
NNC(=O)c1ccc(COc2cccc3ccccc23)o1	9%	12
CC(C)(C)n1nnnc1CN1CCC(NC(=O)NC2CCCCC2)CC1	?	·
CCOc1ccc(S(=O)(=O)N2CCC(C(=O)NCc3ccncc3)CC2)cc1Cl	29%	-18
COc1ccc(OC)c(S(=O)(=O)Nc2ccc(-c3ccc4nncn4n3)cc2)c1	?	·
COC(=O)Cc1nc(NC(=O)c2cccs2)sc1C	7%	11
O=C1CC(=O)N(CCc2ccccc2)C(=O)N1CCc1ccccc1	2%	-9
Cc1ccc(SC(C)C(=O)Nc2ncn[nH]2)cc1 (configuration not stated)	i	·
CCOc1cc(NC(=O)Nc2ccc(F)cc2)c(OCC)cc1NC(=O)CC	?	·

6 successive compounds already listed, quoted:
SMILES	Lipid storage S3	Lipid storage S3 cell count max
COc1ccc(CN2CCOCCOCCOCCOCCOCC2)cc1	15%	10
CC(C)CCNC(=O)CCc1nnc(Cc2c[nH]c3ccccc23)o1	-11%	4
O=C(c1ccc(CSc2ccc(Cl)cc2)cc1)N1CCCC1	?	·
NNC(=O)c1ccc(COc2cccc3ccccc23)o1	9%	12
CC(C)(C)n1nnnc1CN1CCC(NC(=O)NC2CCCCC2)CC1	?	·
CCOc1ccc(S(=O)(=O)N2CCC(C(=O)NCc3ccncc3)CC2)cc1Cl	29%	-18
